Source: PubChem (several laboratories)
CIT2-GFP yeast: alters CIT2-GFP fluorescence in TOR pathway yeast screen; hit rate 0.065% among 320,000; S. cerevisiae CIT2-GFP strain, flow cytometry, 3 h; 100 means same as DMSO wells; GFP response vs DMSO, % at 10 µM; AID 2029;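 active = GFP response relative to DMSO above a set limit, near the screen mean plus 3 SD, cut at about 150% in these data; inconclusive = Fewer than 70 cells measured for a yeast strain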;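 also: ratio of well median GFP fluorescence to mean of DMSO wells on the plate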
LAP4-GFP MLPCN: modulators of TOR pathway LAP4-GFP in S. cerevisiae; S. cerevisiae LAP4-GFP multiplex, flow cytometry GFP, 3 h; median GFP as percent of DMSO wells; GFP response vs DMSO, % at 10 µM; hit rate 0.34% among 320,000; AID 2023;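 active = GFP response vs DMSO above a set limit, about the screen mean plus 3 SD, cut at about 150% in these data; inconclusive = under 70 cell events counted for the yeast strain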
RPL19A-GFP yeast: alters RPL19A-GFP fluorescence in TOR pathway yeast screen | S. cerevisiae RPL19A-GFP strain, flow cytometry, 3 h; active compounds read low | percent response vs DMSO, % at 10 µM | hit rate 0.3% among 330,000 | AID 2025;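 active = percent response vs DMSO below 50%; inconclusive = fewer than 70 events counted for the yeast strain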;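 also: median channel GFP fluorescence of the barcoded RPL19A-GFP strain; ratio of sample median GFP to plate DMSO average so 100% = DMSO; lower means less RPL19A-GFP as with rapamycin TOR inhibition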
Efflux pump inh: antifungal efflux pump inhibition, Nile Red retention. inhibition, % at 10 µM. S. cerevisiae Candida pump triplex. hit rate 0.44% among 330,000. AID 485275;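 active = plate passing quality check with inhibition over a set limit, or well fluorescence over plate mean plus 4 SD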;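 also: Nile Red retained in pooled yeast measured as flow cytometry median fluorescence; 0% = buffer negative control and 100% = Enniatin B positive control; higher means more Nile Red kept so more efflux inhibition; some compounds called inactive have numbers as strong as hits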
CR mimetic SO: caloric restriction mimetics inhibiting age-related superoxide in yeast; S. cerevisiae aged cells, superoxide DHE fluorescence; active compounds read low; superoxide response (% of plate mean), % at 10 µM; hit rate 0.18% among 330,000;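 active = superoxide response under a set limit, about three screen SD below normal, cut at about 65% in these data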;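 also: yeast aged for seven days with compound at 30 °C before DHE staining; 100% = average MFI of all compound-treated wells on the plate with controls excluded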
AHR act: activates the human aryl hydrocarbon receptor; P35869; AID 2796; hit rate 2.5% among 320,000; activation, % at 5 µM; AHR-responsive luciferase reporter cells, luminescence; in the data active = activation above about 47%;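 also: 0% = vehicle wells and 100% = reference agonist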
AGP1 TOR yeast: alters AGP1-GFP fluorescence in TOR pathway yeast screen | S. cerevisiae AGP1-GFP multiplex flow cytometry, 3 h; GFP as percent of DMSO wells | GFP response vs DMSO, % at 10 µM | hit rate 0.02% among 320,000;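 active = GFP response relative to DMSO above a set limit, near screen average plus 3 SD, cut at about 150% in these data; inconclusive = fewer than 70 cells counted for the yeast strain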;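 also: median GFP channel fluorescence of the gated AGP1 strain per well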
MEP2 TOR yeast: yeast TOR pathway MEP2-GFP modulation | S. cerevisiae MEP2-GFP strain, flow cytometry GFP, 3 h; 100% = DMSO control level | GFP response vs DMSO, % at 10 µM | hit rate 0.51% among 330,000;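 active = GFP response versus DMSO above a set limit, roughly screen mean plus 3 SD, cut at about 180% in these data; inconclusive = fewer than 70 cells counted for a yeast strain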;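 also: median GFP fluorescence of the barcode-gated MEP2-GFP cells per well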
The depositor's hits bear a star; ? = inconclusive; . = not tested or not shown.

SMILES	CIT2-GFP yeast	LAP4-GFP MLPCN	RPL19A-GFP yeast	Efflux pump inh	CR mimetic SO	AHR act	AGP1 TOR yeast	MEP2 TOR yeast
CCc1ccccc1NC(=O)Cc1cn(C)c2ccccc12	97	95	101	-0.1	85	16	101	91
Cc1ccc(C)c(NC(=O)c2cc3ccccn3n2)c1	102	106	97	-0.1	133	-2	96	98
Cc1ccc(Sc2c(C)nn(C(=O)CNS(=O)(=O)c3ccc(F)cc3)c2C)cc1	105	102	102	0.0	95	1	108	114
COCCn1ccc2c(OCC(=O)Nc3cccc(NC(C)=O)c3)cccc2c1=O	108	103	101	0.0	102	3	106	102
O=Cc1cnc(N2CCN(Cc3ccccc3)CC2)s1	104	105	108	0.1	98	1	104	106
CSCCC(=O)N1CCC(n2nccc2NC(=O)CCc2ccccc2)CC1	91	91	107	1.9	111	.	93	101
CCCSc1nc2c(=O)[nH][nH]c(=O)c2n1Cc1ccccc1	108	97	101	-0.1	102	0	105	102
COc1ccc(OCc2nnc(SCC(=O)Nc3ccccc3F)o2)cc1	102	94	100	0.0	94	1	100	103
CN1CCCC(OC(=O)CCCC(=O)OC2CCCN(C)C2)C1 (stereo not drawn)	98	104	98	0.0	96	3	97	102
Cc1ccc(Nc2nnc(SCC(=O)N(C)C3CCS(=O)(=O)C3)s2)cc1 (stereo not drawn)	102	104	108	-0.1	93	6	103	104
CC1CN(CCCCSc2ccc(Cl)cc2)CC(C)O1 (stereo not drawn)	110	90	107	0.0	112	2	104	106
CCOc1cc(/C=N/NC(=O)C(C)Sc2ccccc2)ccc1O (stereo not drawn)	99	92	102	0.1	124	5	102	97
COc1ccc(OC)c(S(=O)(=O)NC(N)=NCCc2ccccc2)c1	107	100	104	-0.1	108	-1	101	108
C=CCn1c(N)cc(=O)nc1SCC(=O)Nc1cccc2ccccc12	104	91	103	0.0	120	3	102	98
CC(=O)Nc1ccc(-c2nnn(CC(=O)c3ccccc3)n2)cc1Cl	86	85	92	0.0	93	1	93	87
COc1ccc([N+](=O)[O-])cc1N(CC(O)CN1CCCC1)S(=O)(=O)c1ccc(C)cc1 (stereo not drawn)	101	101	101	0.4	102	0	100	103
CCc1ccc(Nc2n[n+](-c3ccccc3)c(-c3cccc(Cl)c3Cl)s2)cc1	109	131	91	0.2	112	2	87	105
C=CCc1cccc(/C=N/NC(=O)C[n+]2ccccc2)c1O	99	101	103	0.2	90	1	95	112
Cc1ccc(NC(=O)C(C)Sc2nc3nc(C)cc(C)n3n2)cc1 (stereo not drawn)	98	103	98	0.0	101	0	98	102
CCOC(=O)CCc1c(C)nc(-n2[nH]c(C)c(CCO)c2=O)[nH]c1=O	92	100	97	0.0	103	0	102	99
Cc1ccc(/C=C2/SC(=S)N(CC(=O)Nc3ncc(Cc4ccc(C)cc4)s3)C2=O)cc1	108	97	104	0.5	78	0	111	94
COc1cccc(C2c3[nH]c4ccccc4c3CCN2Cc2cnn(C)c2)c1 (stereo not drawn)	97	121	103	0.0	93	10	120	114
CSc1nsc(SCC(=O)Nc2ccc(NC(C)=O)cc2)n1	100	96	98	-0.3	100	14	99	103
CCOC(=O)Cn1cnc2c(nnn2-c2ccc(OC)cc2)c1=O	100	111	102	0.0	115	1	101	107
CN(C)c1nc(=S)nc(NCc2ccccc2)[nH]1	104	118	113	0.0	110	-5	103	100

The final four records of the part before are carried over, then new ones follow:
SMILES	CIT2-GFP yeast	LAP4-GFP MLPCN	RPL19A-GFP yeast	Efflux pump inh	CR mimetic SO	AHR act	AGP1 TOR yeast	MEP2 TOR yeast
COc1cccc(C2c3[nH]c4ccccc4c3CCN2Cc2cnn(C)c2)c1 (stereo not drawn)	97	121	103	0.0	93	10	120	114
CSc1nsc(SCC(=O)Nc2ccc(NC(C)=O)cc2)n1	100	96	98	-0.3	100	14	99	103
CCOC(=O)Cn1cnc2c(nnn2-c2ccc(OC)cc2)c1=O	100	111	102	0.0	115	1	101	107
CN(C)c1nc(=S)nc(NCc2ccccc2)[nH]1	104	118	113	0.0	110	-5	103	100
CC1=NN(C(=O)c2c(Br)cnn2C)C(O)(C(F)(F)F)C1 (stereo not drawn)	109	99	101	-0.2	98	2	103	99
Cc1cc(C)c(S(=O)(=O)c2ccccc2C)c(OCCN(C)C)n1	102	95	101	0.1	103	1	100	101
Cn1nnnc1SCC(=O)Nc1c(Cl)cccc1Cl	105	96	101	-0.2	106	-1	102	99
CCCN(CCC)c1ccc(/C=N/NC(=O)CN2CCOCC2)cc1	103	103	96	-0.2	110	10	103	106
CCN(CC)CC(O)Cn1c(-c2cccc(Cl)c2)nc2cc(C)c(C)cc21 (stereo not drawn)	94	103	97	0.0	109	0	103	101
Cc1ccc2cc(CN(Cc3ccc(F)cc3)Cc3nnnn3C3CCCC3)c(=O)[nH]c2c1	121	125	101	0.1	114	1	124	109
Cc1cc(NC(=O)CSCC(=O)NC(C)c2ccccc2)no1 (stereo not drawn)	104	102	97	0.0	104	1	105	100
O=C(c1ccc(OC2CCN(C/C=C/c3ccc(F)cc3)CC2)cc1)N1CCCC1	98	89	98	0.0	86	-1	97	94
CC1=CCC(C(=O)O)C(C(=O)O)C1 (stereo not drawn)	.	111	102	0.1	83	-1	106	100
CS(=O)(=O)c1ccc(NC(=O)CCN2C(=O)C3CC=CCC3C2=O)cc1 (stereo not drawn)	94	98	98	0.3	94	4	104	99
CCCC/S(C)=N/S(=O)(=O)c1ccc(C)cc1 (stereo not drawn)	99	92	102	0.1	102	1	95	102
Cn1c(CCNC(=O)c2ccc(F)cc2)nc2ccccc21	98	98	95	-0.1	97	-3	97	97
COCc1cc(C)nc(OCC(=O)N/N=C/c2ccccc2)c1C#N	100	98	105	0.0	102	9	105	107
Cc1cc(Cl)cc2c1NC(=O)[C@]21[C@@H]2C(=O)N(Cc3ccccc3)C(=O)[C@@H]2[C@@H]2CCCN21	107	94	99	0.1	121	26	107	99
Cc1cc(CN2CCCC(C(=O)Nc3ccc(-c4nc5ccccc5[nH]4)cc3)C2)n[nH]1 (stereo not drawn)	96	97	100	0.0	103	8	102	98
O=C(C1CCN(S(=O)(=O)c2cccs2)CC1)N1CCCCCC1	104	97	.	-0.7	108	-2	98	98
CN(C(=O)c1ccc(Br)o1)C1CCCCC1	100	87	96	0.2	110	4	94	100
CCN(CC)S(=O)(=O)c1ccc(NC(=O)C2CCCN(C(=O)c3ccc(Cl)cc3)C2)cc1 (stereo not drawn)	99	97	104	0.9	111	1	104	108
COc1cc2c(cc1OC)C(C(=O)NCC1COc3ccccc3O1)C(c1cccnc1)N(C)C2=O (stereo not drawn)	108	106	89	0.4	101	1	104	109
Cc1ccc(N(C(=O)c2csnn2)C(C(=O)NC2CCCCC2)c2ccco2)cc1 (stereo not drawn)	95	95	103	0.0	105	1	96	97
COc1ccc(CNC(=O)CSc2cc(=O)n(C)c3ccccc23)cc1	92	91	96	0.0	96	-4	93	97
CCOc1ccccc1NC(=O)NC1CC2CCCC(C1)N2Cc1nnnn1CCc1ccccc1 (stereo not drawn)	92	101	98	0.0	92	7	100	96
O=c1cc(CN2CCN(c3ccc(F)cc3)CC2)nc2sccn12	102	100	97	-0.2	92	4	99	100
Cc1nc2ccccc2n1S(=O)(=O)c1ccc(F)cc1	122	88	103	0.0	88	2	102	110
COc1cc(/C=N/NC(=O)c2ccncc2)ccc1OCc1cnc(Cl)s1	86	102	98	-0.1	90	11	93	?

Further structures follow:
SMILES	CIT2-GFP yeast	LAP4-GFP MLPCN	RPL19A-GFP yeast	Efflux pump inh	CR mimetic SO	AHR act	AGP1 TOR yeast	MEP2 TOR yeast
O=C(/C=C/c1ccc(Cl)c(Cl)c1)NCc1ccco1	86	107	100	-0.3	87	-3	98	92
O=C(CSc1c(Cl)cccc1Cl)N1CCC(c2nc3ccccc3s2)CC1	87	105	101	0.0	96	3	100	93
CCCCC/C(=N\NC(=O)CCC(=O)NCc1ccccc1)c1ccccc1	102	78	105	0.3	104	19	97	100
Cc1nnc(NC(=O)CCNC(=O)c2ccccc2Cl)s1	110	117	94	-0.1	130	1	116	127
O=C(O)Cn1cc(C(=O)C2CC2)c2ccccc21	108	95	103	-0.1	112	9	108	106
COc1ccc(CCNC(=O)c2c(N)no[n+]2[O-])cc1OC	117	107	94	0.0	90	14	119	104
Cc1cc(NC(=O)CN2CCN(c3ncccn3)CC2)no1	93	97	95	-0.1	107	0	97	98
COc1ccc(CCNC(=O)CCCc2nnc3n(C)c(=O)c4sccc4n23)cc1OC	103	97	102	0.5	87	-2	102	91
O=C(NCCCN1CCCCC1)c1ccc2c(c1)NC(=O)C(N1CCCCC1)S2 (stereo not drawn)	110	118	104	-0.1	95	12	111	111
Cc1noc(C)c1COc1ccc(C(=O)NCCc2ccc(S(N)(=O)=O)cc2)cc1	89	87	94	0.0	97	0	100	84
O=C(OCC(=O)N1CCCC1=O)c1cccc(S(=O)(=O)N2CCOCC2)c1	103	104	101	0.1	105	1	102	104
N#Cc1c(NC(=O)CCN2C(=O)c3ccccc3C2=O)oc(-c2ccccc2)c1-c1ccccc1	94	100	96	-0.1	100	4	100	102
Cc1cccc(-n2cnc3c(sc4nc(N5CCOCC5)c5c(c43)CCCC5)c2=O)c1	98	104	103	0.0	98	-1	101	100
COC(=O)c1noc(C)c1-c1ccnn1C(=O)c1ccc(Cl)cc1	83	95	97	0.1	89	1	81	99
CCN(C(=O)COC(=O)CNC(=O)c1ccc2ccccc2c1)C1CCS(=O)(=O)C1 (stereo not drawn)	101	97	100	0.2	104	3	99	95
CCCCn1c(N)c(N(CCOC)C(=O)CSCc2ccccc2C)c(=O)[nH]c1=O	89	85	89	-0.1	99	0	96	93
COc1ccc(C(=O)C(C)[n+]2ccc(C)c3ccccc32)cc1[N+](=O)[O-] (stereo not drawn)	105	96	104	0.0	110	2	103	108

Fetched by compound from the list above, 7 records:
SMILES	CIT2-GFP yeast	LAP4-GFP MLPCN	RPL19A-GFP yeast	Efflux pump inh	CR mimetic SO	AHR act	AGP1 TOR yeast	MEP2 TOR yeast
CCN(C(=O)COC(=O)CNC(=O)c1ccc2ccccc2c1)C1CCS(=O)(=O)C1 (stereo not drawn)	101	97	100	0.2	104	3	99	95
Cc1nnc(NC(=O)CCNC(=O)c2ccccc2Cl)s1	110	117	94	-0.1	130	1	116	127
O=C(/C=C/c1ccc(Cl)c(Cl)c1)NCc1ccco1	86	107	100	-0.3	87	-3	98	92
O=C(CSc1c(Cl)cccc1Cl)N1CCC(c2nc3ccccc3s2)CC1	87	105	101	0.0	96	3	100	93
Cc1cccc(-n2cnc3c(sc4nc(N5CCOCC5)c5c(c43)CCCC5)c2=O)c1	98	104	103	0.0	98	-1	101	100
N#Cc1c(NC(=O)CCN2C(=O)c3ccccc3C2=O)oc(-c2ccccc2)c1-c1ccccc1	94	100	96	-0.1	100	4	100	102
O=C(O)Cn1cc(C(=O)C2CC2)c2ccccc21	108	95	103	-0.1	112	9	108	106
